Assay outcomes from PubChem BioAssay.
FAS-TE inh: inhibitors of human fatty acid synthase thioesterase domain | P49327 | recombinant FAS-TE, OMFH fluorogenic substrate, fluorescence endpoint | inhibition, % at 15 µM | hit rate 0.67% among 360,000;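 active means compounds whose normalised, plate-corrected inhibition of enzyme fluorescence in the single-dose primary screen is 50% or more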;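 further: 0% = DMSO with enzyme and 100% = substrate without enzyme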
Target sequence (P49327 whole entry, looked up, the tested form may be a part): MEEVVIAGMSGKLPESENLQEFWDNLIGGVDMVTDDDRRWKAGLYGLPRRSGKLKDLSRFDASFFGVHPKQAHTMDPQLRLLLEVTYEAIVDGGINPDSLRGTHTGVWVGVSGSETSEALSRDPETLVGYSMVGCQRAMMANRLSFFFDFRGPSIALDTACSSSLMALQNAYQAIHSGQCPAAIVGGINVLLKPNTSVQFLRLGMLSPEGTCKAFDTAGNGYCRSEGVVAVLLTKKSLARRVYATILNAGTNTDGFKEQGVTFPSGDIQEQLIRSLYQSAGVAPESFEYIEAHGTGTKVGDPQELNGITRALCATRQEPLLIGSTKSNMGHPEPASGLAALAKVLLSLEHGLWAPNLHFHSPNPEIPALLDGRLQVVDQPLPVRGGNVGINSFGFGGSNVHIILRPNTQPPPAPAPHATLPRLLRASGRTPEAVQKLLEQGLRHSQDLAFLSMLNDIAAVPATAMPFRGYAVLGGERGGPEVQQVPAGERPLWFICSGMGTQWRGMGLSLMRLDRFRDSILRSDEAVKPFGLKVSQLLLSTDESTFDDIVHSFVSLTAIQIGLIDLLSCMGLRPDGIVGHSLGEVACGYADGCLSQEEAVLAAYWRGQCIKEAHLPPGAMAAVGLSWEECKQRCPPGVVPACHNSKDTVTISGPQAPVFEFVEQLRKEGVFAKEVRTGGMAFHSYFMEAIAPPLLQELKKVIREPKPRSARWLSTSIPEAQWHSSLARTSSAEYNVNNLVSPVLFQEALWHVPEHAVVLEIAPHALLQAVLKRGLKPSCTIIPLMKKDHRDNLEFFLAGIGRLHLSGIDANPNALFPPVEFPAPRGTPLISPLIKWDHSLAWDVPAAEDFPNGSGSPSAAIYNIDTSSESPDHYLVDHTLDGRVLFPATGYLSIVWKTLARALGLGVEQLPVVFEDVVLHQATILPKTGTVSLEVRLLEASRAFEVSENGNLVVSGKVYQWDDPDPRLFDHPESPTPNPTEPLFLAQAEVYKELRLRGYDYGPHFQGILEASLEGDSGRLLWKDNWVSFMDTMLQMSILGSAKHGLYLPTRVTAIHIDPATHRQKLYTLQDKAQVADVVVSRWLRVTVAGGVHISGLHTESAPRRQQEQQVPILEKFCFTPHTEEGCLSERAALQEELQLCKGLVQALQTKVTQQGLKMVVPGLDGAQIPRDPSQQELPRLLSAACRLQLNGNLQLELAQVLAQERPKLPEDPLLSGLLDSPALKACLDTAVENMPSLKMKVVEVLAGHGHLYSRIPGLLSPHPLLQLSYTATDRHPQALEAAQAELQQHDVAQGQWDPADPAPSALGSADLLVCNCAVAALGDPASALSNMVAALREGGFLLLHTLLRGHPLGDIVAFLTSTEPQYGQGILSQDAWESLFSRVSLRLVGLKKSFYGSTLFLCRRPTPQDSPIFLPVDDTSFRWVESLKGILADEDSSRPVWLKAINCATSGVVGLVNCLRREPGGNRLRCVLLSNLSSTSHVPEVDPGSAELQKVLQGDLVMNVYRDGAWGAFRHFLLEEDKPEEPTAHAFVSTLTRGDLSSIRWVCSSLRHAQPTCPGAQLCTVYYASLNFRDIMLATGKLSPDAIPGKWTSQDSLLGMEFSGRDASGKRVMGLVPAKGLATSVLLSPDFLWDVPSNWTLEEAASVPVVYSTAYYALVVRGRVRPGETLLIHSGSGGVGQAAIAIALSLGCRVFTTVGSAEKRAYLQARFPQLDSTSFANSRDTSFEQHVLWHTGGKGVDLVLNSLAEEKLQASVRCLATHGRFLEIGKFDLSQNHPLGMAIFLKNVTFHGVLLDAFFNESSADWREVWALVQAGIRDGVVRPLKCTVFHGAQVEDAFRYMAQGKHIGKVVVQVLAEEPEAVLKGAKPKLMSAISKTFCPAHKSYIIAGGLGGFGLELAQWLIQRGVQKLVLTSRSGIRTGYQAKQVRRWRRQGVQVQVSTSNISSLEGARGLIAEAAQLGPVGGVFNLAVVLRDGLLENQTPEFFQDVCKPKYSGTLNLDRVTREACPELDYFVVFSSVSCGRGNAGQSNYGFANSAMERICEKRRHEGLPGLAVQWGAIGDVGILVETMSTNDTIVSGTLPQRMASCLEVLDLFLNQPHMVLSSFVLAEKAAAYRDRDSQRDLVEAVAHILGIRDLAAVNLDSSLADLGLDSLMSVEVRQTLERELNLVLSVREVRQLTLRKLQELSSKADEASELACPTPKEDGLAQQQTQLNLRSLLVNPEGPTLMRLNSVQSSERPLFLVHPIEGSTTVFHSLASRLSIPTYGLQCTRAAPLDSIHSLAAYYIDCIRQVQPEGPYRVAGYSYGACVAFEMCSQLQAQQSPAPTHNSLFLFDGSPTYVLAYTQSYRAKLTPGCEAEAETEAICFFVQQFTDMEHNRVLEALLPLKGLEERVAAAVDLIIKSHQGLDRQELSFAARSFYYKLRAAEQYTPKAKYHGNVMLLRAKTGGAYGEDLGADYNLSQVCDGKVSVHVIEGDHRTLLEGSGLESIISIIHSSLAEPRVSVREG
Rpn11 inh: inhibitors of human proteasome Rpn11 | hit rate 0.59% among 360,000 | calls only at 20 µM | O00487 | human 26S proteasome, Ub4-pepOG fluorescence polarization; 20S core pre-blocked with epoxomicin | AID 588493;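 active means inhibition at 20 µM, scaled to each plate's controls, above about 33%, limit read from the data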
MsrA inh: inhibits bovine methionine sulfoxide reductase A | purified bovine MsrA, absorbance read-out | inhibition, % at 15.5 µM | hit rate 0.75% among 360,000; in the data active means inhibition above about 4.5%;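 further: 0% = vehicle wells with enzyme and 100% = reference inhibitor wells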
MLLE-PAM2 inh: inhibitors of microRNA-mediated deadenylation, human PABP1 MLLE binding; AID 588489; P11940; GST-MLLE / FITC-PAM2 fluorescence polarization; inhibition, % at 20 µM; hit rate 0.36% among 360,000; in the data active means inhibition above about 35%, passing the limit was not always enough;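 further: plate controls were DMSO wells with GST-MLLE for no effect and wells lacking GST-MLLE protein for full effect; some results filed as inactive read as strong as hits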
E coli Lon inh: E. coli protease La inhibition; AID 602123; purified E. coli Lon protease, fluorescence polarization; hit rate 0.42% among 360,000; P0A9M0; inhibition, % at 7.94 µM; in the data active means inhibition above about 13%, passing the limit was not always enough;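 further: 0% = enzyme with probe and DMSO and 100% = no enzyme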
bovine MsrA act: activators of bovine methionine sulfoxide reductase A. purified bovine MsrA, absorbance read-out. activation, % at 10.6 µM. hit rate 0.3% among 360,000; in the data active means activation above about 7.5%;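 further: 0% = vehicle and 100% = reference activator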
MT1-MMP act inh: MT1-MMP (human) activation inhibition; P50281; HT1080 RFP-PRO-GFP cells, GFP/RFP ratio fluorescence, overnight; percent of plate control window, DMSO zero; GFP/RFP ratio change, % at 20 µM; AID 651647; hit rate 0.061% among 360,000;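 active means GFP/RFP ratio change of at least 30% with cell ATP level not reduced by more than half and red fluorescence within 50% of control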; further: strong numbers were not always called active
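Read-out: GFP/RFP fluorescence ratio; Test system: RFP-PRO-GFP reporter HT1080 cells; Compound dosing: single-point 20 µM compound, 1% DMSO; Times: overnight compound exposure at 37 °C.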
CSN deneddyl inh: CSN deneddylation inhibition; Q92905; Purified CSN, SCF-Nedd8-OG deneddylation, fluorescence polarization; inhibition, % at 12.5 µM; hit rate 0.38% among 360,000; AID 651999;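 active means pattern-corrected inhibition above about 35%, with an unprinted fluorescence ratio check between 0.5 and 1.5, limit read from the data, passing the limit was not always enough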;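 further: 0% = enzyme with substrate and 100% = substrate without enzyme; some results filed as inactive read as strong as hits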
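Material: human Csn5 produced in HEK293T cells; Input: enzyme 0.24 nM; Reagent: SCFSkp2-Nedd8OG substrate at 10 nM final; Dosing: 12.5 µM compound; Incubation: 90 min reaction at room temperature; Detection: fluorescence polarization of the substrate; Evaluation: % inhibition of substrate cleavage by Csn5; Control set: substrate-only high control, full reaction low control.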
Rin1 Abl inh: inhibitors of human Rin1-Abl protein interaction; P00519+Q13671; TR-FRET Rin1/Abl binding, biochemical; hit rate 0.4% among 360,000; AID 588664; inhibition, % at 7.35 µM; in the data active means inhibition above about 5%, passing the limit was not always enough
Numbers without * were called inactive; i = inactive; . = no result given.

SMILES | FAS-TE inh | Rpn11 inh | MsrA inh | MLLE-PAM2 inh | E coli Lon inh | bovine MsrA act | MT1-MMP act inh | CSN deneddyl inh | Rin1 Abl inh
CCCCCn1c(SCc2ccncc2)nc2cc(C(=O)NCc3ccco3)ccc2c1=O | 12 | i | -0.2 | -7 | 2 | 0 | -1 | 5 | 0
c1ccc(NCc2ccncc2)cc1 | -9 | i | -0.6 | 4 | -10 | -6 | -1 | -7 | -2
CC(=O)Nc1cccc(C(=O)Oc2cccc(C)c2)c1O | -6 | i | -0.7 | -9 | -3 | -12 | 1 | 4 | 1
CC(C)NC(=O)c1ccccc1NC(=O)C1CC(=O)N(C(C)C)C1 (stereo not given) | -5 | i | -0.1 | -5 | -3 | -2 | -1 | -2 | 2
Cc1ccc(NC(=S)N2CCCC(O)C2)cc1 (stereo not given) | -4 | i | -0.9 | 19 | 2 | -8 | 1 | 0 | 3
CCCCN(CCCC)C(=S)N/N=C/c1c(C)[nH]n(-c2ccccc2)c1=O | 13 | i | 0.0 | -90 | 6 | -1 | 4 | 3 | 0
Cc1ccc(C(O)c2ncc(-c3cccc(C(F)(F)F)c3)[nH]2)cc1F (stereo not given) | 18 | i | -0.3 | -12 | 5 | -4 | 6 | 1 | -2
CC(/C=N/NC(=O)c1cnccn1)=C\c1ccco1 | -6 | i | 3.3 | 5 | 1 | -2 | 4 | 2 | 2
CCOc1ccc(N2CC(C(=O)NCC(=O)Nc3ccc(F)c(F)c3F)CC2=O)cc1 (stereo not given) | -2 | i | 0.0 | -1 | 4 | -12 | 1 | 1 | 4
O=C(CSCc1cccc(CSCC(=O)Nc2ccccc2)n1)Nc1ccccc1 | 2 | i | -0.6 | -5 | -6 | 5 | -1 | 2 | -3
CC(C)(C)NC(=O)CN1CCC(O)(c2ccccc2)CC1 | -8 | i | 0.3 | 7 | -9 | 1 | -1 | -2 | 0
C=CCN(CC=C)S(=O)(=O)c1ccc(NC(=S)NC(=O)/C=C/c2cccc3ccccc23)cc1 | 12 | i | -0.3 | 28 | -22 | -9 | -58 | 1 | 0
O=C(NCC1CCCO1)c1nc2c(nnn2Cc2ccccc2Cl)c(=O)[nH]1 (stereo not given) | -8 | i | -0.2 | -13 | -6 | 3 | 3 | 5 | 0
O=C(NNc1ccccc1)NC(Cc1ccccc1)C(=O)O (stereo not given) | -4 | i | -0.7 | 7 | -7 | -3 | 0 | -5 | 0
C=CCOC(=O)C1=C[C@@H](c2ccc(Br)cc2)C[C@@H](OCc2ccc(CO)cc2)O1 | 14 | i | 1.2 | 14 | -15 | -1 | 4 | -4 | 3
CCCC(=O)Nc1nnc(SCC(=O)NCc2ccc3c(c2)OCO3)s1 | -4 | i | 0.2 | 3 | 0 | -4 | 2 | -8 | 0
CCN(CCn1cccn1)C(=O)CCc1nnc(C2CCCCC2)o1 | -3 | i | 1.7 | 8 | -10 | -8 | 7 | 0 | 1
CCOc1cc(C(=O)Nc2ccc(S(=O)(=O)N3CCCCC3)cc2)ccc1OCC(=O)N1CCOCC1 | 4 | i | -0.7 | -34 | -11 | -2 | 2 | -4 | -3
CCN(CC)C(=O)c1csc([C@@H]2O[C@H](CO)[C@H](O)[C@H](O)[C@H]2O)n1 | -6 | i | 0.9 | -3 | -5 | -4 | 1 | -3 | -2
Cc1ccc(N=C2NC(=O)/C(=C/c3cccn3C)S2)cc1 | -3 | i | 1.0 | -67 | -63 | 0 | -46 | 110 | -2
CN1CCN(C(=O)c2ccccc2-c2nc(-c3ccc(Cl)cc3)no2)CC1 | -3 | i | -0.2 | -9 | -4 | -1 | -5 | -4 | 6
O=C(CN1CCN(C(=O)c2ccc(-c3nc4ccccc4s3)o2)CC1)Nc1ccc(F)cc1 | 11 | i | 1.0 | 15 | -15 | -5 | 5 | 1 | 0
CCC1(CC)C(=O)C2=C3C1[C@H](C(=O)OC)C=C(C(=O)OC)C[C@H]3[C@H]1C(=O)NC(=O)[C@H]1[C@H]2C (stereo not given in full) | -10 | i | -1.1 | 8 | 3 | -2 | -2 | -5 | 10
CN(CC(=O)Nc1ccc(Cl)c(C(F)(F)F)c1)C(=O)Cn1cc([N+](=O)[O-])ccc1=O | 40 | i | 2.3 | -42 | -10 | -2 | 2 | 0 | 2
NC(=O)C1CCN(c2nc3c(S(=O)(=O)c4ccccc4)nnn3c3ccccc23)CC1 | 17 | i | 2.9 | 7 | -10 | -2 | 5 | 3 | -2

Taken from the results shown for reference:
SMILES | FAS-TE inh | Rpn11 inh | MsrA inh | MLLE-PAM2 inh | E coli Lon inh | bovine MsrA act | MT1-MMP act inh | CSN deneddyl inh | Rin1 Abl inh
O=C(NNc1ccccc1)NC(Cc1ccccc1)C(=O)O (stereo not given) | -4 | i | -0.7 | 7 | -7 | -3 | 0 | -5 | 0
C=CCOC(=O)C1=C[C@@H](c2ccc(Br)cc2)C[C@@H](OCc2ccc(CO)cc2)O1 | 14 | i | 1.2 | 14 | -15 | -1 | 4 | -4 | 3
CCCC(=O)Nc1nnc(SCC(=O)NCc2ccc3c(c2)OCO3)s1 | -4 | i | 0.2 | 3 | 0 | -4 | 2 | -8 | 0
CCN(CCn1cccn1)C(=O)CCc1nnc(C2CCCCC2)o1 | -3 | i | 1.7 | 8 | -10 | -8 | 7 | 0 | 1
CCOc1cc(C(=O)Nc2ccc(S(=O)(=O)N3CCCCC3)cc2)ccc1OCC(=O)N1CCOCC1 | 4 | i | -0.7 | -34 | -11 | -2 | 2 | -4 | -3
CCN(CC)C(=O)c1csc([C@@H]2O[C@H](CO)[C@H](O)[C@H](O)[C@H]2O)n1 | -6 | i | 0.9 | -3 | -5 | -4 | 1 | -3 | -2
Cc1ccc(N=C2NC(=O)/C(=C/c3cccn3C)S2)cc1 | -3 | i | 1.0 | -67 | -63 | 0 | -46 | 110 | -2
CN1CCN(C(=O)c2ccccc2-c2nc(-c3ccc(Cl)cc3)no2)CC1 | -3 | i | -0.2 | -9 | -4 | -1 | -5 | -4 | 6
O=C(CN1CCN(C(=O)c2ccc(-c3nc4ccccc4s3)o2)CC1)Nc1ccc(F)cc1 | 11 | i | 1.0 | 15 | -15 | -5 | 5 | 1 | 0
CCC1(CC)C(=O)C2=C3C1[C@H](C(=O)OC)C=C(C(=O)OC)C[C@H]3[C@H]1C(=O)NC(=O)[C@H]1[C@H]2C (stereo not given in full) | -10 | i | -1.1 | 8 | 3 | -2 | -2 | -5 | 10
CN(CC(=O)Nc1ccc(Cl)c(C(F)(F)F)c1)C(=O)Cn1cc([N+](=O)[O-])ccc1=O | 40 | i | 2.3 | -42 | -10 | -2 | 2 | 0 | 2
NC(=O)C1CCN(c2nc3c(S(=O)(=O)c4ccccc4)nnn3c3ccccc23)CC1 | 17 | i | 2.9 | 7 | -10 | -2 | 5 | 3 | -2

Following part
SMILES | FAS-TE inh | Rpn11 inh | MsrA inh | MLLE-PAM2 inh | E coli Lon inh | bovine MsrA act | MT1-MMP act inh | CSN deneddyl inh | Rin1 Abl inh
COCCn1c(SCC(=O)Nc2ccccc2F)nc2c(c1=O)SCC2 | -3 | i | 1.5 | 8 | -11 | -4 | 2 | 2 | 6
O=C(/C=C\NCC(=O)c1ccccc1)c1ccccc1 | -2 | i | 1.5 | 16 | -2 | 0 | -9 | -5 | -3
COc1ccc2c(c1)OC[C@H]1[C@H]2N2C(=O)c3ccccc3NC(=O)[C@@]2(C)[C@H]1c1ccccc1 | 70* | i | 1.7 | 12 | 4 | 0 | -11 | 4 | -2
CC(C(=O)Nc1ccc2c(c1)OCCO2)N1CCN(C(=O)c2ccco2)CC1 (stereo not given) | -9 | i | 0.3 | -36 | 4 | -4 | 0 | 7 | 2
O=C(CN(Cc1ccccc1)S(=O)(=O)c1ccc2c(c1)OCCO2)Nc1ccc2c(c1)OCCO2 | 30 | i | 0.2 | -3 | 1 | -5 | 2 | -2 | -4
O=C(CC(O)(CC(=O)OCc1ccccc1)C(=O)OCc1ccccc1)OCc1ccccc1 | 28 | i | -0.3 | 3 | -13 | 4 | 0 | -3 | 0
COc1ccc(OC)c(NC(=O)CSc2nc3[nH]c(=O)cc(O)c3s2)c1 | -4 | i | 1.9 | 14 | -10 | -4 | -3 | 1 | 3
O=C(COC(=O)Cc1ccsc1)Nc1cccc(Cl)c1 | 3 | i | -0.3 | -6 | -2 | -1 | -2 | -2 | 0
CC(C)Cn1c(N)c(C(=O)COC(=O)c2cc(F)cc(F)c2)c(=O)n(C)c1=O | 10 | i | 0.8 | -11 | 4 | 0 | 4 | -5 | 1
CC(=O)c1ccc(S(=O)(=O)N2CCN(CC(=O)NC(=O)NC3CCCCC3)CC2)cc1 | -1 | i | 0.7 | -3 | -1 | -12 | 3 | -2 | 7
CCOc1ccc(NC(=O)CN(C)C(=O)c2c(C)noc2C)cc1OCC | -7 | i | -0.9 | 3 | -7 | 0 | 1 | 0 | 0
COc1cccc(CC(=O)OCC(=O)NC(C)c2ccc(F)cc2)c1 (stereo not given) | -7 | i | 0.1 | 0 | 13 | -2 | -3 | -1 | 3
C/C(=N\NC(=O)c1nnn(-c2nonc2N)c1CN(C)c1ccccc1)c1ccccn1 | 5 | i | . | 13 | 15 | 2 | 3 | -1 | -3
CSc1nnc(NC(=O)C23CC4CC(CC(C4)C2)C3)s1 | 3 | i | -0.5 | -68 | 6 | -1 | -4 | -1 | 1
CC(C)OCC(O)CS(=O)(=O)Cc1ccccc1 (stereo not given) | -11 | i | 0.3 | 8 | 0 | -2 | -1 | 11 | -2
NC(=O)Nc1cccc2ccccc12 | -11 | i | -1.3 | 0 | 0 | -3 | -4 | 0 | -2
CC1=C(C(=O)N2CCCCCC2)CC(CC(=O)NCCCN(C)C)C(=O)N1Cc1ccc(F)cc1 (stereo not given) | -4 | . | -0.3 | . | -3 | -3 | 14 | 4 | .
Cc1ccc(NC(=O)CNC(=O)c2ccco2)nc1 | -2 | i | -0.3 | 13 | -8 | -3 | -1 | 11 | 1
COC(=O)c1cc(NCc2ccccc2F)ccc1N1CCOCC1 | -1 | i | 0.1 | 19 | 1 | -12 | 0 | -2 | 0
COc1ccccc1NCC(=O)N1CCN(S(=O)(=O)c2ccccc2)CC1 | 2 | i | -0.9 | 7 | -10 | -2 | -2 | 1 | 0
COc1ccc(S(=O)(=O)Nc2c(C)ccc3nsnc23)cc1OC | -13 | i | -0.4 | -4 | -12 | -9 | 1 | -3 | -1
COc1ccc(CCNC(=O)c2ccc(CSc3ccc(Cl)cc3)o2)cc1OC | 24 | . | -0.4 | . | 5 | -3 | 10 | -2 | .
COc1cccc(Cn2c(=O)oc3ccccc32)c1 | 0 | i | 0.3 | 2 | 2 | -1 | 5 | -3 | 2
O=c1c2cc(Cl)cc(Cl)c2nc2n1CCC2 | -3 | i | -0.9 | 1 | -9 | -3 | -2 | 7 | 0
CCCCCc1ccc(-c2ccc(OC)cc2)nc1 | 18 | i | -0.3 | -2 | -8 | -1 | 9 | -5 | 1
C/C(=N\NC(=O)c1c(Cl)c(C)nn1C)c1cccc(NC(=O)c2cccc(F)c2)c1 | 6 | i | 1.2 | 5 | -8 | -7 | 2 | 7 | 1
Cc1cc(=O)oc2cc(OC(C)C(=O)NCC3CCC(C(=O)O)CC3)ccc12 (stereo not given) | -7 | i | 1.9 | -2 | -5 | -9 | 5 | -3 | 2
Cc1ccc(CNC(=O)Cn2cnc3c(OCc4ccccc4)ncnc32)o1 | -5 | i | -0.1 | -2 | 3 | -2 | 1 | -2 | -3
CC(=O)N/C(=C\c1ccccc1)C(=O)OCC(=O)c1ccccc1 | -4 | i | 0.1 | 4 | -5 | -5 | 3 | -1 | 4

The order is random (roughly 3.7% active in at least one column).
